KCNK9 inh: KCNK9 potassium channel inhibitors, primary screen, HEK293 cells, thallium flux. B-score at 10 µM. 310,000 tested, 1.2% active. AID 488922, 2010. FluxOR thallium flux fluorescence; stronger effect = lower value. Potassium channel subfamily K member 9 (Homo sapiens), Q9NPC2;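 active means ratio B-score over 3 SD below the library mean, with starting fluorescence within 5 SD of its mean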;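 further: negative B-score means less thallium flux so channel inhibition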
TMEM16A inh: TMEM16A chloride channel inhibitors, primary screen, cell-based, HTS | Anoctamin-1 (Mus musculus), Q8BHY3 | AID 588511, 2011 | normalized B-score (activity score, 25-100; higher = stronger inhibition) at 10 µM | HEK293 TMEM16A/YFP iodide influx fluorescence, ionomycin | 310,000 tested, 1.2% active;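 active means ratio plate-corrected score three or more library SD toward inhibition, starting fluorescence score within five deviations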;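 further: score derived from kinetic fluorescence span divided by baseline fluorescence per well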
Target sequence (Q8BHY3 whole entry, looked up): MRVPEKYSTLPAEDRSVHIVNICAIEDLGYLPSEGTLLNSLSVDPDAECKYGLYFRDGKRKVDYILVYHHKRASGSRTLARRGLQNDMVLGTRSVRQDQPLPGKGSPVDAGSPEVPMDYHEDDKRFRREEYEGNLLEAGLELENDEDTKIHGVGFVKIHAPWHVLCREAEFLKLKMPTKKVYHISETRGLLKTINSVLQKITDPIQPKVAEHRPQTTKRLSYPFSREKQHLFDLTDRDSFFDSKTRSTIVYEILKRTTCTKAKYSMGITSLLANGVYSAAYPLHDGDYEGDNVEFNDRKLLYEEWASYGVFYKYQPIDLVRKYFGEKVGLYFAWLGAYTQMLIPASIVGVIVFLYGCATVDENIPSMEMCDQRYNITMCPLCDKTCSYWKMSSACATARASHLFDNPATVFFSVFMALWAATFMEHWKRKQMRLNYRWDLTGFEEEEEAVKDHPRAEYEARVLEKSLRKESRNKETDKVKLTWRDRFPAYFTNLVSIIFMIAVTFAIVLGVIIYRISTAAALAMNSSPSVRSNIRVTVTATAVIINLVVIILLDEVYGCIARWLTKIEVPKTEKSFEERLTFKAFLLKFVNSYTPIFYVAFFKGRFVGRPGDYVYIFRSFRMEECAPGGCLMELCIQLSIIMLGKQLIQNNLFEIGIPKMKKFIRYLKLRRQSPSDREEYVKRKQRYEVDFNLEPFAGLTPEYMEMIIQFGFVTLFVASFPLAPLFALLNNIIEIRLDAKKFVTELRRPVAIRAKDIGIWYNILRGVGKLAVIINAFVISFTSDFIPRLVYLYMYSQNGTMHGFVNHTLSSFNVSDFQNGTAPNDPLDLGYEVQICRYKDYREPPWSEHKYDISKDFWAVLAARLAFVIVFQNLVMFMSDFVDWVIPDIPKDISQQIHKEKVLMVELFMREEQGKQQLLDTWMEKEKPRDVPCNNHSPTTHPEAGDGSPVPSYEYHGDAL
KCNQ1 act: potentiators or activators of KCNQ1 channel, primary screen, cell-based, thallium flux, high-throughput; CHO-K1 KCNQ1, thallium flux FluxOR fluorescence; stronger effect = higher value; B-score at 10 µM; 310,000 tested, 0.35% active; Potassium voltage-gated channel subfamily KQT member 1 (Homo sapiens), P51787;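 active means fluorescence ratio B-score, a plate-corrected score, at least three library SD, with initial intensity B-score within 5 SD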
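System: CHO-K1 cells stably expressing KCNQ1 / Medium: assay buffer for compound exposure, DMSO matched across wells / Reagent: thallium- and potassium-containing depolarizing buffer / Compound: one concentration, matched DMSO / Incubation: 20 min compound pretreatment at room temperature / Measured by: kinetic FluxOR fluorescence, 10 s baseline plus 110 s post-stimulus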
RGS4 pot: RGS4 potentiators or activators, primary screen, cell-based, HEK293 M3R inducible RGS4, calcium flux; carbachol calcium flux Fluo4; stronger effect = lower value; B-score at 10 µM; 310,000 tested, 0.92% active;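 active means B-score of the integrated calcium signal more than 4 SD below the library mean, with starting fluorescence not abnormally high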;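 further: negative B-score means reduced calcium response which marks RGS4 activation or potentiation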
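Assay system: Inducible-RGS4 HEK293 cells carrying M3 receptor | Schedule: Compound preincubation 20 min at room temperature before agonist | Signal: Kinetic calcium fluorescence imaging with Fluo4-AM dye, 2 µM | Read-out basis: B score from integrated fluorescence ratio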
RGS4 block: RGS4 inhibitors, primary screen, cell-based, HEK293 M3R inducible RGS4, calcium flux; Regulator of G-protein signaling 4 (Homo sapiens), P49798; Fluo-4 calcium flux; stronger effect = higher value; triggered by carbachol at its EC20; B-score at 10 µM; 310,000 tested, 0.45% active; AID 463165, 2010;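 active means B-score, a plate-corrected calcium signal, over three deviations above library mean, with baseline fluorescence within five deviations of library mean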;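 further: RGS4 expression induced by doxycycline in cells with stable M3 receptor; B-score is computed from the integrated fluorescence ratio over baseline after carbachol; higher B-score means a larger calcium signal and so more RGS4 inhibition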
TMEM16A act: TMEM16A chloride channel activators or potentiators, primary screen, cell-based, HTS | Anoctamin-1 (Mus musculus), Q8BHY3 | 340,000 tested, 0.3% active | AID 623877, 2012 | HEK293 TMEM16A/YFP-H148Q/I152L, iodide quench fluorescence; stronger effect = lower value | B-score at 10 µM;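 active means fluorescence-ratio B-score plate-corrected deviation score at least 3 library SD below zero, with starting fluorescence score within 5 deviations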;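 further: channel opened by trigger with iodide after compound preincubation; score built on the fluorescence ratio of max minus min over baseline; more negative score means more quench and so TMEM16A activation or potentiation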
SKKanGAS inh: S. pyogenes SKKanGAS growth inhibitors in kanamycin, primary screen, streptokinase expression inhibitor project, SKKanGAS strain, BacTiter-Glo luminescence; 300,000 tested, 1.3% active; inhibition, % at 7.5 µM; 6 h;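 active means mean replicate score, as percent of positive control median, at least 50; inconclusive means mean below 50 but one replicate at or above 50; inactive means mean and every replicate below 50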;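 further: strain carries kanamycin resistance gene driven by streptokinase promoter and grows in 40 µg/ml kanamycin; loss of luminescence reflects streptokinase promoter inhibition or plain growth inhibition; 0% = median of DMSO wells and 100% = positive control at its reference dose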
KCNK3 block: human KCNK3 channel inhibitors, primary screen, CHO cells, FluxOR thallium flux, B-score; 340,000 tested, 0.84% active; Potassium channel subfamily K member 3 (Homo sapiens), O14649; FluxOR fluorescence; stronger effect = lower value; B-score at 10 µM;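 active means B-score under library mean minus 4 SD, starting fluorescence ratio at most library mean plus 5 SD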;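 further: more negative B-score means stronger inhibition of thallium flux through KCNK3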
HDAC3 inhib: HDAC3 deacetylase inhibitors, primary screen, biochemical, fluorescence, cell-free homogeneous; inhibition, % at 8.3 µM; 320,000 tested, 0.15% active; AID 2718, 2010; recombinant HDAC3, fluorogenic peptide/trypsin coupled; in the data active means inhibition above about 26%, passing the limit was not always enough; inconclusive means no clear call, values can overlap the other calls
KCNQ1 inh: inhibitors of human KCNQ1 channel, primary screen, cell-based, thallium flux, high-throughput. CHO-K1 KCNQ1, FluxOR thallium flux fluorescence; stronger effect = higher value. 310,000 tested, 1.3% active. Potassium voltage-gated channel subfamily KQT member 1 (Homo sapiens), P51787. B-score at 10 µM. AID 2642, 2010;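 active means compounds whose thallium flux B-score, printed positive for inhibition, exceeds three library SD while starting fluorescence stays within three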;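 further: channel opened by potassium depolarization with thallium stimulus after 20 min compound exposure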
hERG rescue: hERG rescue from dofetilide block, primary screen, cell-based, CHO-hERG, FluxOR thallium flux, dofetilide IC70; 310,000 tested, 0.51% active; Voltage-gated inwardly rectifying potassium channel KCNH2 (Homo sapiens), Q12809; AID 1511, 2009; activation (rescue from dofetilide block), less the hit threshold, % at 10 µM; dofetilide IC70 present;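 active means activation above the mean of controls blocked by dofetilide plus 5 SD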;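 further: thallium influx through hERG after potassium depolarization seen as dye fluorescence rise; in these data hits start at about 4.7%; inactives centre near -7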
* hit, by the source's call; i = inactive; ? = inconclusive; nt = not tested or not shown. This is a random part of the collection (roughly 6.3% active in at least one column).

smiles	SKKanGAS inh	KCNQ1 act	RGS4 pot	hERG rescue	TMEM16A inh	HDAC3 inhib	TMEM16A act	RGS4 block	KCNK3 block	KCNQ1 inh	KCNK9 inh
CCOC(=O)N1CCC(N2Cc3cccc(C(=O)Nc4cccc(F)c4)c3C2=O)CC1	3	i	i	-9	i	7	i	i	i	i	i
CCN1CCN(C(=O)/C=C/c2ccc(F)cc2)CC1	-7	i	i	-5	i	-1	i	i	i	i	i
NC(=O)NC(=O)COC(=O)CCSc1ccccc1	-6	i	i	1	i	2	i	i	i	i	i
COc1ccc(CC(=O)N/N=C/c2cccn2-c2ccc([N+](=O)[O-])cc2)cc1OC	1	i	i	-6	i	?	-12*	i	i	i	i
CN(C)CCCN(Cc1cc2cc3c(cc2[nH]c1=O)OCCO3)C(=O)NC1CCCCC1	0	i	i	-5	i	nt	i	i	i	i	i
NC(=O)C1CCN(c2ccc([N+](=O)[O-])cc2Cl)CC1	-3	i	i	-16	i	0	i	i	i	i	i
O=C1c2ccccc2C(O)N1c1ccccc1 (stereo not given)	-3	i	i	-6	i	7	i	i	i	i	i
COc1ccc(N2CCN(C(=O)CCNC(=O)c3ccccc3)CC2)cc1	3	i	i	-15	i	-8	i	i	i	i	i
O=C(NC1CCCCC1)C1CCCN1C(=O)NCc1ccccc1 (stereo not given)	-14	i	i	-16	i	2	i	i	i	i	i
Cc1cc(C)n(-c2nc(NCC3CCCO3)c3c4c(sc3n2)COC(C)(C)C4)n1 (stereo not given)	10	i	i	-16	i	-32	nt	i	nt	i	i
CCN1C(=NCCc2cccnc2)N[C@@H](c2ccccc2)C(C(=O)OC)=C1C	-1	i	i	-4	i	3	i	i	i	i	i
COC(=O)CCC(=O)Nc1cc(S(=O)(=O)Nc2ccc(Cl)cc2)ccc1N1CCOCC1	6	i	i	-3	i	-2	i	i	i	i	i
CC(NS(=O)(=O)c1ccc(OCC(=O)N2CCOCC2)c(Cl)c1)c1ccccc1 (stereo not given)	4	i	i	-7	i	-3	i	i	i	i	i
O=C(NC1CCCCCCC1)c1ccccc1-c1ccccc1	3	i	i	-2	i	2	i	i	i	i	i
O=C(CCN1C(=O)S/C(=C\c2ccccc2)C1=O)N1CCOCC1	-5	i	i	-6	i	0	i	i	i	i	i
O=C(NC(Cc1c[nH]c2ccccc12)C(=O)O)/C(=C\c1ccccc1)NC(=O)c1ccccc1 (stereo not given)	2	i	i	-7	i	3	i	i	i	i	i
C[C@H](NC(=O)c1nc[nH]c1C(=O)N[C@@H](Cc1ccccc1)C(=O)OC(C)(C)C)C(=O)OCc1ccccc1	23	i	i	-8	i	?	i	i	i	i	i
O=C(NCCCN1CCCC1=O)c1ccc(S(=O)(=O)Nc2ccccc2F)cc1	-5	i	i	-13	i	1	i	i	i	i	i
C/C(=N\Nc1ccc(S(N)(=O)=O)cc1[N+](=O)[O-])c1cccnc1	1	i	i	-10	i	-4	i	i	i	i	i
COc1ccccc1-n1c(SCC(=O)Nc2cc(C)on2)nc2c([nH]c3ccccc32)c1=O	-4	i	i	-13	i	6	i	i	-9.2*	i	i
CC(NC(=O)C(C)N1c2cccc3cccc(c23)S1(=O)=O)c1ccccc1 (stereo not given)	-4	i	i	-11	i	1	i	i	i	i	i
COc1ccc(-c2ccc(-c3noc(-c4ccccc4)n3)c(OC)n2)cc1	-1	i	i	-6	i	-12	i	i	i	i	i
CC[C@@H](C)[C@H](CNC)NC[C@@H](Cc1cccc2ccccc12)NCCc1cccc(C(F)(F)F)c1	99*	i	-9.3*	-42	100*	10	i	i	i	9*	-9*
Cc1ccccc1Cn1c(=N)n(CC(=O)c2ccco2)c2ccccc21	-1	i	i	-15	i	5	i	i	i	i	i
O=C(/C=C/Nc1ccc(F)c(F)c1)c1ccc(Br)cc1	-7	i	i	-1	i	1	i	i	i	i	i
COCc1cc(=O)[nH]c(Cc2c(Cl)cccc2Cl)n1	-1	i	i	-4	i	-1	i	i	i	i	i
C/C(=N\NC(=O)c1ccc(NS(=O)(=O)c2cccs2)cc1)c1ccc(C(C)(C)C)cc1	6	i	i	-6	i	?	i	i	i	i	i
CC1CN(CCn2cnc3c(N)ncnc32)CC(C)O1 (stereo not given)	-8	i	i	-1	i	-1	i	i	i	i	i
COc1cccc(/C=C/C(=O)OCC(=O)Nc2cccc(S(=O)(=O)N3CCCCC3)c2)c1OC	6	i	i	-11	i	12	i	i	i	i	i
Cn1c(=O)n(Cc2ccco2)c(=N)c2c3c(sc21)CCC3	nt	i	i	-7	i	0	i	i	i	i	i
CCc1ccc(OCC(=O)Nc2ccc(CN3CCCCC3)cc2)cc1	-10	i	i	-8	i	3	i	i	i	i	i
COc1ccc(NC(=O)CN2C(=O)CSc3ccc(S(=O)(=O)N4CCC(C)CC4)cc32)cc1	11	i	i	-5	i	13	i	i	i	i	i
Cc1ccc(C2(C)NC(=O)N(CC(=O)Nc3ccc(-c4nc5ccc(C)cc5s4)cc3)C2=O)cc1 (stereo not given)	16	i	i	-18	i	-13	i	i	i	i	i
Cc1cc(NC(=O)c2ccc(NC(=O)CC(C)C)cc2)no1	4	i	i	-19	i	5	i	i	i	i	i
CS(=O)(=O)N1CCC(C(=O)Nc2ccccc2Sc2ccccc2)CC1	0	i	i	-6	i	-3	i	i	i	i	i
COc1ccc(OCC(=O)Nc2ccccc2Cl)cc1	0	i	i	-13	i	-10	i	i	i	i	i
COc1ccc(-c2c(-c3ccc4c(c3)OCO4)noc2C)cn1	18	i	i	-9	i	1	i	i	i	i	i
CNC(=O)c1c(O)c2cccc3c2n(c1=O)CC3	4	i	i	1	i	-5	i	i	i	i	i
O=C(Nc1cccnc1)c1cccc(S(=O)(=O)N2CCCC2)c1	-7	i	i	-13	i	-13	i	i	i	i	i
CC1=C([N+](=O)[O-])C(c2ccc3c(c2)OCO3)N(C)C(=O)N1C (stereo not given)	-1	i	i	-7	i	1	i	i	i	i	i
Cc1ccnc(NS(=O)(=O)c2ccc(NC(=O)Cc3ccc(Cl)cc3)cc2)n1	8	i	i	-4	i	-5	i	i	i	i	i
O=C(CN1CCN(c2ccccn2)CC1)N1CCc2ccccc21	2	i	i	-7	i	-1	i	i	i	i	i
O=C(Cn1c(=O)n(CCC(=O)N2CCc3ccccc3C2)c(=O)c2ccccc21)NCC1CCCO1 (stereo not given)	-1	i	i	-2	nt	nt	i	i	i	i	i
CCCCNC(=O)COC(=O)c1ccc(N(C)C)cc1	-1	i	i	-8	i	4	i	i	i	i	i
CC(C)N=C(NS(=O)(=O)c1ccc(Br)cc1)c1ccc(Cl)cc1	2	i	i	-3	i	2	i	i	i	i	i
CC1CCC(NC(=O)c2ccc(/C=C3\Oc4ccccc4N(C)C3=O)cc2)CC1 (stereo not given)	8	i	i	-7	nt	nt	nt	i	nt	i	i
COc1ccccc1CC(=O)Nc1cc(Cl)ccc1O	-3	i	i	-7	i	6	i	i	i	i	i
O=C(CSc1ccc2nnc(-c3cccnc3)n2n1)Nc1cccc(F)c1	34	i	i	-11	i	4	i	i	i	i	i
N#Cc1cc2c(nc1SCC(=O)Nc1nccs1)CCCCC2	-10	i	i	-4	i	0	i	i	i	i	i
COc1ccc2cc(C(=O)COC(=O)COc3ccc4c(C)cc(=O)oc4c3)ccc2c1	1	i	i	-10	i	-4	i	i	i	i	i
O=C(CSc1nnc(CNc2cccc(Cl)c2)o1)OC1CCCCC1	-3	i	i	-13	i	18	i	i	i	i	i
COc1ccc(CCNC(=O)CSc2nc3[nH]ncc3c(=O)n2-c2ccccc2Br)cc1OC	4	i	i	-15	i	6	i	i	i	i	i
CCOC(=O)c1c(-c2ccc(OC)cc2)csc1/N=C/C1C(=O)CCCC1=O	-7	i	i	-6	i	0	i	i	i	i	i
CN(C)S(=O)(=O)c1ccc(C(=O)Nc2nnc(SCC(=O)NCC3CCCO3)s2)cc1 (stereo not given)	8	i	i	-12	i	3	i	i	i	i	i
CCN(CC(=O)Nc1ccccc1OC)C(=O)Cn1cnc2ccccc2c1=O	-6	i	i	-8	i	-3	i	i	i	i	i
NC(=O)C1(N2CCCCC2)CCN(c2nc(-c3ccc(Br)cc3)cs2)CC1	-6	i	i	0	i	1	i	i	i	i	i
Cc1ccc(CS(=O)Cc2ccc(C(=O)N3CCN(c4ccc(F)cc4)CC3)o2)cc1 (stereo not given)	4	i	i	-5	i	-1	i	i	i	i	i
CCOc1ccc(C(=O)C(C)OC(=O)C2CCN(c3ccc(C(F)(F)F)cn3)CC2)cc1 (stereo not given)	-18	i	i	-11	25*	10	i	i	-9.4*	8*	i
O=C1Nc2ccc([N+](=O)[O-])cc2C1(O)N1CCCCC1 (stereo not given)	6	i	i	-10	i	2	i	i	i	i	i
O=C(O)CCCCCNc1ncnc2ccc(Br)cc12	5	i	i	-7	i	17	i	i	i	i	i
CN1/C(=C\C(=O)CSc2nnc(N)s2)C(C)(C)c2ccccc21	1	i	i	-6	i	14	i	i	i	i	i
CC(C)n1c(=O)n(CC(=O)NCC2CCCO2)c(=O)c2c3c(sc21)COC(C)(C)C3 (stereo not given)	-1	i	i	-12	i	8	i	i	i	i	i

Screening results as filed in PubChem.
